OX1R antag: OX1R (HCRTR1) antagonists, primary screen, fluorescence, CHO/OX1R cells, Fluo-8 calcium, orexin A. hit rate 0.43% among 330,000. Orexin/Hypocretin receptor type 1 (Homo sapiens), O43613. Fluo-8 calcium fluorescence. inhibition, % at 5 µM;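 active = inhibition above its plate's threshold, mean inhibition of all tested compounds on the plate plus 3 SD, cut at about 37% in these data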;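 note: 0% = orexin A challenge wells and 100% = SB-334867-A antagonist wells; not every result past the cut was called active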
Target sequence (O43613 whole entry, looked up): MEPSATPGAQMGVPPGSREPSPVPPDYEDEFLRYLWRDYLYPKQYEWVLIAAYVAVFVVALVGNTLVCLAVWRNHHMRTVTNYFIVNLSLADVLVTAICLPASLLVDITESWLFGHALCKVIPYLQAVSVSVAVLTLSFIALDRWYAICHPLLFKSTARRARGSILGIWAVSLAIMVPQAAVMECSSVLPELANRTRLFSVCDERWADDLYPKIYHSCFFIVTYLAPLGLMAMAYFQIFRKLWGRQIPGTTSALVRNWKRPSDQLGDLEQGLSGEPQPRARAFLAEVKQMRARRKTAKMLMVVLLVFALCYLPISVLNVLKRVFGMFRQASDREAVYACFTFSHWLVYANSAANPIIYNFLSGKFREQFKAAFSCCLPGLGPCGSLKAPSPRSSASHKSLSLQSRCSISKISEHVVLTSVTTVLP
CHT PAM: CHT positive allosteric modulators, primary screen, cell-based, membrane potential dye, choline EC20. High affinity choline transporter 1 (Homo sapiens), Q9GZV3. B-score at 10 µM. AID 488977, 2010. CHT-expressing cells; active compounds read high; LV-AA mutant CHT in HEK293 cells. hit rate 0.49% among 310,000;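 active = initial fluorescence not abnormally high and integrated response B-score, plate-corrected, over 3 SD above library mean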
Target sequence (Q9GZV3 whole entry, looked up): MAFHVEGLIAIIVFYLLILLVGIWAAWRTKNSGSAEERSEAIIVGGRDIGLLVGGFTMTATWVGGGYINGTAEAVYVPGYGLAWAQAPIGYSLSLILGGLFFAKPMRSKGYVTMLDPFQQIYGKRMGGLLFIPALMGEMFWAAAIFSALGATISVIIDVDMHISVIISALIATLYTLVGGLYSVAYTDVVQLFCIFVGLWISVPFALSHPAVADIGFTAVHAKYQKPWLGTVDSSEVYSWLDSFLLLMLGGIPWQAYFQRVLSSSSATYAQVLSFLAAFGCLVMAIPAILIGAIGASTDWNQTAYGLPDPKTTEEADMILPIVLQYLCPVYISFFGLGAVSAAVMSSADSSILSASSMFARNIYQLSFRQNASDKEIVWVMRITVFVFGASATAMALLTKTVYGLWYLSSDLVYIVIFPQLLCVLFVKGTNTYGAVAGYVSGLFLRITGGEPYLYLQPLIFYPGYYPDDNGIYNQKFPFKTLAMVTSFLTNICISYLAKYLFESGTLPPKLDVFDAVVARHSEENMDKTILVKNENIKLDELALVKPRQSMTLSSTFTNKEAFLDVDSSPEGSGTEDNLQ
Starred values were filed as active, the others as inactive; i = inactive; · = no result given.

SMILES | OX1R antag | CHT PAM
COC(=O)[C@@]1(C)[C@H]2C(=O)N(C)C(=O)[C@H]2[C@H]2CN=C(SC)N21 | 9 | ·
Cc1ccc2sc(N3CCN(CCNC(=O)c4ccco4)CC3)nc2c1C | -12 | i
Cc1ccc(/C=C/c2nc3ccccc3c(=O)n2CCc2ccccc2)cc1 | -23 | i
CN(C)c1ccnc(Oc2ccc(Cl)cc2)c1C#N | -12 | i
CC(NC(=O)c1ccc(N2CCCC2=O)cc1)c1ccccc1 (stereo not given) | -9 | i
CN1CCN(S(=O)(=O)c2cnccc2N2CCN(c3cccc(Cl)c3)CC2)CC1 | -18 | i
Cc1cc(C)c(Nc2ncnc(N)n2)c(C)c1 | -6 | i
O=C(/C=C/c1ccccc1F)c1ccoc1 | -15 | i
CCN(CC)CCN1C(=O)C(=O)/C(=C(/O)c2c(C)[nH]c(C(=O)OC)c2C)C1c1ccco1 (stereo not given) | -5 | i
CC(C)C(NC(=O)/C(=C\c1ccco1)NC(=O)c1ccco1)C(=O)O (stereo not given) | -12 | i
O=C(N/N=C\c1cc(Br)ccc1O)c1ccc(S(=O)(=O)N2CCCCC2)cc1 | -3 | i
O[C@@H]1C2CCCC1[C@]1(O)CCCCC1C2 (stereo not given in full) | -3 | i
Cc1ccc(/C=C/C(=O)NC2=NCCS2)cc1 | -23 | i
Cc1ccc(Cc2nnc(SCC(=O)Nc3ccccc3C)[nH]c2=O)cc1 | -2 | i
COc1ccc(CC(=O)N2CCC(CCC(=O)Nc3ccccc3)CC2)cc1 | -16 | i
CC(C)=CCc1c(-c2ccc(O)cc2O)oc2cc3c(c(O)c2c1=O)C=CC(C)(C)O3 | 0 | i
CC1CCN(c2ccc(N3C(=O)C4CCCCC4C3=O)cc2[N+](=O)[O-])CC1 (stereo not given) | -16 | i
Cc1ccc(CCN2CC(C(=O)NCCc3ccccc3)CC2=O)cc1 (stereo not given) | -18 | i
COc1ccc(S(=O)(=O)NCc2ccccn2)cc1OC | -5 | i
O=C(/C=C/c1ccc(Br)cc1)NC(=S)N1CCOCC1 | -32 | i
COc1ccc(CCNC(=O)C(C)SCc2ccccc2)cc1 (stereo not given) | -26 | i
COc1cc(OC)cc(C(=O)Nc2ncc3c(n2)CC(C)CC3=O)c1 (stereo not given) | -23 | i
O=S(=O)(NC1CCCCC1)c1ccc(Cl)nc1 | -5 | i
O=C(OCC(=O)N1CCN(c2ccccc2)CC1)c1cccs1 | -1 | i

Sorted by value in OX1R antag (largest number first): 3 of the compounds above.
SMILES	OX1R antag
O=S(=O)(NC1CCCCC1)c1ccc(Cl)nc1	-5
COc1ccc(CC(=O)N2CCC(CCC(=O)Nc3ccccc3)CC2)cc1	-16
COc1cc(OC)cc(C(=O)Nc2ncc3c(n2)CC(C)CC3=O)c1 (stereo not given)	-23

Continued.
SMILES | OX1R antag | CHT PAM
Cc1cccc(-n2c3nc(=O)[nH]c(=O)c-3cc3c(C)nn(-c4ccccc4)c32)c1 | -7 | i
COc1ccc(C)cc1NC(=O)c1nn(-c2ccccc2)cc1OC | 17 | i
Cc1ccc2[nH]c(=O)c(CN(CC3COCCO3)C(=O)Nc3ccccc3C)cc2c1 (stereo not given) | -35 | i
Cc1ccc(NC(=S)NNC(=O)c2nnn(-c3ccccc3)c2C)cc1 | -14 | i
COc1cc2cc(CCCOC(=O)c3cccc(Br)c3)oc(=O)c2cc1OC | -34 | ·
Cc1[nH]n(-c2ccccc2)c(=O)c1/C=N/c1nn[nH]n1 | -21 | i
COc1ccc2[nH]c(C(=O)N(C)Cc3ccccc3)c(C)c2c1 | -15 | i
CC(C)(C)n1nc2c(c1NC(=O)Cc1ccc(Cl)cc1)CS(=O)(=O)C2 | -6 | i
CC(C)(C)Nc1nc(SCC(=O)Nc2ccccc2Cl)nc(N2CCOCC2)n1 | -22 | i
COc1ccc(N(CC(=O)NCc2ccccc2)S(=O)(=O)c2c(C)noc2C)cc1 | -5 | i
COc1ccc(C(N)=O)cc1NC(=O)c1cccc(F)c1 | -12 | i
COc1cccc(OC)c1C1=NC(C)(C)CO1 | -7 | i
C=CCN(c1nc(C)cc(OC)n1)S(=O)(=O)c1ccc(C)cc1 | -35 | i
COc1ccc(/C=C2\SC(=O)N(CCCC(=O)Nc3cc(Cl)ccc3C(=O)O)C2=O)cc1 | 2 | ·
COc1ccc(C2CC(c3cccs3)n3nc(N)nc3N2)cc1 (stereo not given) | -18 | i
COc1cccc(C(=O)NCCNC(=O)c2cnccn2)c1 | 1 | i
CCN(CC(=O)Nc1ccc(C)c(S(=O)(=O)N(C)C)c1)Cc1ccccc1 | -14 | i
O=c1c(Cl)c(N2CCNCC2)cnn1C12CC3CC(CC(C3)C1)C2 | -1 | i
Cc1ccc(C)c(NC(=O)NCCN2CCCCC2)c1 | · | i
CSc1ccc(NC(=O)NCCN2CCc3ccccc3C2)cc1 | -15 | i
Cc1ccc(S(=O)(=O)N2CC(=NO)C2)cc1 | 0 | i
CCOc1ccccc1N1CCN(CC(O)COC2CCCc3ccccc32)CC1 (stereo not given) | -30 | i
CCOC(=O)C(=O)Nc1nc(-c2ccccc2)c(CC)s1 | -13 | i
COc1ccccc1NC(=O)c1ccc(NC(=O)COC(=O)c2cccnc2Cl)cc1 | -8 | ·
O=C(Cc1ccc(F)cc1)N1CCN(c2ccc([N+](=O)[O-])cc2)CC1 | · | i
O=C(COC(=O)COc1cccc(F)c1)Nc1nc2ccccc2s1 | -36 | ·
O=C(Nc1ccccc1N1CCCC1)C1=COCCO1 | -23 | ·
O=Cc1c(F)cccc1N1CCCC1 | -15 | i
Cc1cccc(CCNS(=O)(=O)c2ccc(S(=O)(=O)N3CCCCC3)cc2)c1 | -3 | i
Cc1cccc(C)c1NC(=O)CNC(=O)c1ccc(N2CCCC2)c([N+](=O)[O-])c1 | -3 | ·
O=S(=O)(c1cccs1)N1CCC2(CC1)OCCO2 | 2 | i
CCn1cc(/C=C2/SC(=S)NC2=O)c(C)n1 | -7 | i
COC(=O)CC(N)c1ccc(Br)cc1 (stereo not given) | 3 | i
COc1ccccc1Nc1ccc(C(=O)O)cc1[N+](=O)[O-] | -3 | i
Cc1cc(C)cc(OCC(=O)N(C)CC(=O)Nc2ccc(Cl)c(C(F)(F)F)c2)c1 | -21 | ·
Cc1c(C(=O)N2CCN(c3ccccc3F)CC2)oc2c1C(=O)CC(C)(C)C2 | -16 | i

7 records drawn at random from those above, as already listed:
SMILES | OX1R antag | CHT PAM
CSc1ccc(NC(=O)NCCN2CCc3ccccc3C2)cc1 | -15 | i
CN1CCN(S(=O)(=O)c2cnccc2N2CCN(c3cccc(Cl)c3)CC2)CC1 | -18 | i
Cc1ccc(S(=O)(=O)N2CC(=NO)C2)cc1 | 0 | i
COc1ccc(CCNC(=O)C(C)SCc2ccccc2)cc1 (stereo not given) | -26 | i
O=C(COC(=O)COc1cccc(F)c1)Nc1nc2ccccc2s1 | -36 | ·
C=CCN(c1nc(C)cc(OC)n1)S(=O)(=O)c1ccc(C)cc1 | -35 | i
O=C(/C=C/c1ccc(Br)cc1)NC(=S)N1CCOCC1 | -32 | i

Additional results follow.
SMILES | OX1R antag | CHT PAM
CC1(C)Cc2c(ccc3ccccc23)C(NNC(=O)c2cccnc2)=N1 | -13 | i
CC(=O)c1cccc(OCCCOc2cccc3cccnc23)c1 | -23 | i
O=C(COC(=O)c1cccc(O)c1)Nc1ccc(N2CCOCC2)cc1 | -4 | ·
Cc1cccc(N=C2NC(=O)S/C2=C\c2ccco2)c1 | -9 | i
Cc1cc(C)nc(SCc2n[nH]c(=S)n2C)n1 | -14 | i
CCOCCCNC(=O)C1(O)c2cc(Br)ccc2NC(=O)N1c1cccc(OC)c1 (stereo not given) | -12 | i
CC(=O)N1CCN(Cc2nc3cc(NC(=O)Nc4ccccc4)ccc3n2C)CC1 | -6 | i
COCCn1c(SCC(=O)NNC(=O)c2cc(Cl)ccc2OC)nnc1-c1ccncc1 | -2 | ·
Nc1nnc(SCc2ccc3c(c2)OCO3)s1 | -1 | i
Cc1cc(C)n(-c2ccc(C(=O)C(C#N)c3nc4ccccc4n3C)cc2)n1 (stereo not given) | -39 | i
CCOc1ccc(NC2=NCC(=O)N2CCc2ccccc2)cc1 | 26 | i
N#CC1=C(N)C(C#N)(C#N)C(c2ccncc2)C2CN(C(=O)OCc3ccccc3)CC=C12 (stereo not given) | -7 | i

An excerpt of these results, in markdown:
| mol | OX1R antag | CHT PAM |
| --- | --- | --- |
| CCOc1ccc(NC2=NCC(=O)N2CCc2ccccc2)cc1 | 26 | i |
| O=C(COC(=O)c1cccc(O)c1)Nc1ccc(N2CCOCC2)cc1 | -4 | · |

Given with each value named: part of the list above
SMILES: CC(=O)c1cccc(OCCCOc2cccc3cccnc23)c1
  OX1R antag: -23
  CHT PAM: i

SMILES: O=C(COC(=O)c1cccc(O)c1)Nc1ccc(N2CCOCC2)cc1
  OX1R antag: -4
  CHT PAM: ·

The list continues:
SMILES | OX1R antag | CHT PAM
Cc1cc(C(=O)COC(=O)c2ccncc2)c(C)n1CCc1ccc(F)cc1 | -12 | i
CC1CCCCC1NC(=O)COC(=O)CNC(=O)c1cccc(F)c1 (stereo not given) | -3 | i
CCCN1CCCc2cc(CN(CCCN3CCOCC3)C(=O)Nc3ccc(OCC)cc3)ccc21 | -31 | i
O=C(NCc1ccccc1)c1ccc(Cn2cc(C(F)(F)F)ccc2=O)cc1 | -14 | i
CN(CC1CCCO1)S(=O)(=O)c1ccc(C(=O)Nc2nnc(-c3ccccc3)o2)cc1 (stereo not given) | -16 | i
CNC(=O)N(O)C1N(/N=C/c2ccccc2OC)C(=S)SC1(C)C (stereo not given) | -26 | i
COc1ccccc1NC(=O)c1ccc(NS(C)(=O)=O)cc1 | 6 | i
Cc1noc(C)c1S(=O)(=O)N(C)C[C@H]1Oc2ccc(NS(=O)(=O)c3cn(C)cn3)cc2C(=O)N([C@H](C)CO)C[C@@H]1C | 0 | ·
CCNC(=O)COn1c(SCC(=O)NCC)nc2ccccc2c1=O | 8 | i
CSc1n[nH]c(-c2ccc(C(F)(F)F)cc2)n1 | -9 | i
COc1ccccc1CNC(=O)C1CCC(=O)N(CCCc2ccccc2)C1 (stereo not given) | -15 | i
O=C(c1ccc(=O)[nH]n1)N1CCc2ccccc2C1 | 1 | i
Cc1ccc(NC2OC(C(O)CO)C(O)C2O)cc1[N+](=O)[O-] (stereo not given) | 0 | i
CC(C)C(NC(=O)c1c(F)cccc1F)C(=O)OCN1C(=O)c2ccccc2C1=O (stereo not given) | -17 | ·
CC[C@]12c3[nH]c4cc(CCC(=O)N(C)C)ccc4c3CCN1C(=O)[C@@H](CC(=O)NCC13CC4CC(CC(C4)C1)C3)C[C@@H]2C(=O)N1CCN(C(=O)c2ccco2)CC1 | -30 | ·
COCCNC(=O)C(C)N1c2cccc3cccc(c23)S1(=O)=O (stereo not given) | -13 | i
CC(C)(C)C1=Nn2c(nnc2-c2ccccn2)SC1 | -9 | i
COCC1CCCN(C(=O)c2cc(COc3cncc(Cl)c3)on2)C1 (stereo not given) | -6 | i
COc1ccc(NC(=O)CC2(CC(=O)O)CCCC2)cc1 | -4 | i
CCC1CCCCN1C(=O)COc1ccc(S(=O)(=O)N2CCOCC2)cc1Cl (stereo not given) | -27 | ·
COc1ccc(-c2noc(CN(C)S(=O)(=O)c3ccc(Cl)cc3)n2)cc1OC | -6 | i
Cc1cc(-c2cc(-c3ccc(Cl)cc3)on2)nc(NC2CCCC2)n1 | -31 | i
CCOc1ccc(C2c3[nH]c4ccccc4c3C[C@H]3C(=O)N(C4CC4)CC(=O)N23)cc1OC (stereo not given in full) | · | i
CN(C)c1ccc(/C=c2\sc3n(c2=O)CCCN=3)cc1 | -13 | i
COc1cccc(N2CCN(C(=O)c3ccc(CS(=O)Cc4ccc(Cl)cc4)o3)CC2)c1 (stereo not given) | -21 | i
Cc1cc(C(=O)CCC(=O)N2CCN(c3ccccc3F)CC2)c(C)s1 | -34 | i
Nc1nc(-c2cc(Cl)cc(Cl)c2OC(F)F)cs1 | -17 | i
COc1cccc(NC(=O)C2CCN(C(=O)NC3CCCCC3)CC2)c1 | -22 | i
O=C(NN1C(=O)C2CCCCC2C1=O)c1ccco1 (stereo not given) | -5 | i
CCCSc1cc(N)cc([N+](=O)[O-])c1 | 3 | i
COc1ccc(NC(=O)c2cccc(S(=O)(=O)N3CCOCC3)c2)cc1 | -4 | i
COc1ccc(/C=N/N=C2/NC(=O)CC(C(=O)O)S2)cc1 (stereo not given) | 1 | i
Cc1cc(C)c2c(n1)sc1c(N3CCCCC3)ncnc12 | -15 | i
CCOC(=O)COc1c(Br)cc(C2NC(=O)NC(C)=C2C(C)=O)cc1OC (stereo not given) | -8 | i
CC(=O)Nc1ccc(-n2nnnc2SCC(=O)NCc2cccs2)cc1 | -8 | i
CC(C)c1ccc(Nc2c([N+](=O)[O-])c(=O)n(C)c3ccccc23)cc1 | -15 | i
O=C(CC1C(=O)NCCN1Cc1ccc(F)c(F)c1)NCCn1cccn1 (stereo not given) | -27 | i
O=C(NC1CCCCC1)c1ccc(Cn2cc(Cl)cn2)cc1 | -10 | i
CSc1ccc(Cn2nnc(C(=O)Nc3ccc(C)c(C)c3)c2N)cc1 | -5 | i
COCCNC(=S)Nc1ccc2nc(N3CCN(C)CC3)cc(C)c2c1 | -15 | i
O=C(CCc1ccccc1)NCCCN1CCOCC1 | 3 | i
CCCC1=C(C(=O)OCC)C(c2ccc(F)cc2)n2ncnc2N1 (stereo not given) | -9 | i
COc1ccc(C2CCN(Cc3cccnc3)CC2O)cc1 (stereo not given) | -16 | i
COc1cc2c(cc1NC(=O)CN1CCN(S(=O)(=O)c3ccc(C)cc3)CC1)oc1ccccc12 | -2 | i

Screening results (PubChem BioAssay)
